Compound activity from PubChem BioAssay.
SENP8 inh = blocks human SENP8 cleavage of Nedd8 substrate | Q96LD8 | recombinant SENP8, Nedd8 substrate fluorescence | inhibition, % at 20 µM | 360,000 compounds, 0.64% hits | AID 602440; in the data active = inhibition mostly above about 40%, no sharp cut-off; inactive = mostly below about 27%
ATG4B inhibitor = inhibitors of human ATG4B cysteine protease; AID 504462; 340,000 compounds, 0.51% hits; ATG4B cleavage of LC3-PLA2, NBD-HPC fluorescence, 1 h; Q9Y4P1; inhibition, % at 8.33 µM; in the data active = inhibition above about 40%
Target sequence (Q9Y4P1 whole entry, looked up): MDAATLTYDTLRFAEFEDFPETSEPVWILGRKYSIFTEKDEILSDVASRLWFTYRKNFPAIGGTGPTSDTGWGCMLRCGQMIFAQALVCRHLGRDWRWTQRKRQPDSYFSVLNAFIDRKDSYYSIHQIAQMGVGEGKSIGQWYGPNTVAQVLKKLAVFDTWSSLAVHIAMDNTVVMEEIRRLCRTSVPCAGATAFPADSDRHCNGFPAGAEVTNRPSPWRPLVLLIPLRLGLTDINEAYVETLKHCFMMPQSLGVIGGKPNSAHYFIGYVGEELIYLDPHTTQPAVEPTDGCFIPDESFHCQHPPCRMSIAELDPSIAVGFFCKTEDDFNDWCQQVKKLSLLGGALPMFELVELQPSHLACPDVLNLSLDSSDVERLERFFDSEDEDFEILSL
SENP6 inh = SENP6 protease inhibition | Q9GZR1 | Recombinant SENP6 catalytic domain, aminoluciferin luminescence | inhibition, % at 10 µM | AID 2599 | 330,000 compounds, 1.8% hits;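 active = inhibition above about 50% at the single tested dose, limit read from the data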;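 note: plate controls were DMSO wells with enzyme for no effect and DMSO wells lacking enzyme for full effect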
Target sequence (Q9GZR1 628-1112 limits assumed): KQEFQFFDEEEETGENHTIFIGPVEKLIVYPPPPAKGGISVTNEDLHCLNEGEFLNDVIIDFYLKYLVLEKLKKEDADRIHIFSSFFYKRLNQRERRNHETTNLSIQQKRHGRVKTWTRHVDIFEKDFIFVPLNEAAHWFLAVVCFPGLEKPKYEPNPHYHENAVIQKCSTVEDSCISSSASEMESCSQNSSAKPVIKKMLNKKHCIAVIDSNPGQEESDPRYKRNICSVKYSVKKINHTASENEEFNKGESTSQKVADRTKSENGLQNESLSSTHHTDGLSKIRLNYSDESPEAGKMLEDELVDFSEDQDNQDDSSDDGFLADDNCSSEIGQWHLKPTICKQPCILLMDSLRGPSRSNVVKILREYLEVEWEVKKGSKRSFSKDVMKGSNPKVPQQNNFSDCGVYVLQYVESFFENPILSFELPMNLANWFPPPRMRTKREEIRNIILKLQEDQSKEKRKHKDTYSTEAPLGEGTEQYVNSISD
HKDC1 inhibitor = inhibitors of human hexokinase HKDC1; Q2TB90; recombinant HKDC1, G6PDH/diaphorase resazurin coupled fluorescence; inhibition, % at 20 µM; 340,000 compounds, 0.16% hits; AID 493160;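 active = inhibition above about 35% when tested at 20 µM, limit read from the data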;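 note: plate controls were DMSO wells with enzyme for no effect and DMSO wells lacking enzyme for full effect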
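Test system: recombinant HKDC1 (HK5) hexokinase enzyme, produced in-house; Amount: enzyme 5 µg/mL final; Buffer or medium: Tris pH 8.0 buffer with MgCl2, Tween-20, BSA, BME; Reagent: glucose and ATP substrates; Doses: 20 µM test compound, 1% DMSO; Incubation: 90 min reaction incubation at room temperature, dark; Detection: resorufin fluorescence at 613 nm.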
MPTP inh = inhibitors of mitochondrial permeability transition pore. isolated mouse mitochondria, Ca2+ swelling absorbance, 30 min. inhibition, % at 10 µM. 360,000 compounds, 1.4% hits. AID 602449;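 active = inhibition of 50% or more, scaled per plate between neutral and stimulator controls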;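 note: 0% = DMSO wells given calcium and 100% = 1 mM EGTA wells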
GRIN3A LBD mod = modulators (binders) of human NR3A ligand-binding domain | Tm shift relative to glycine control, % at 25 µM | NR3A LBD differential scanning fluorimetry, Tm shift; 0% = protein alone, 100% = glycine-bound protein | 340,000 compounds, 2.5% hits;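 active = melting temperature shift of at least 10% of the positive control shift, at one fixed dose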
SENP7 inh = SENP7 protease inhibition | Q9BQF6 | recombinant SENP7, Z-RLRGG-aminoluciferin luminescence, 40 min | inhibition, % at 5 µM | 330,000 compounds, 1.5% hits | AID 434973;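 active = inhibition above about 50% at the single test dose, limit read from the data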;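 note: plate controls were DMSO with enzyme for no effect and no enzyme buffer wells for full effect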
PfG6PD inh = PfG6PD (Plasmodium falciparum) enzyme inhibition. 350,000 compounds, 0.78% hits. PfGluPho enzyme, NADPH resazurin-diaphorase fluorescence. inhibition, % at 20 µM;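 active = inhibition reaching at least a set limit at 20 µM in the primary screen, cut at about 59% in these data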;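 note: 0% = DMSO wells with substrate and 100% = DMSO wells lacking glucose-6-phosphate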
* hit, by the source's call; nt = not tested or not shown. Compounds were not picked by outcome; any-hit rate near 6.9%.

compound,SENP8 inh,ATG4B inhibitor,SENP6 inh,HKDC1 inhibitor,MPTP inh,GRIN3A LBD mod,SENP7 inh,PfG6PD inh
CCCn1c(=S)[nH]c2cc(C(=O)N3CCN(C4CCCCC4)CC3)ccc2c1=O,14,5,7,2,3.0,15*,-1,-16
COCC(C)n1c(C)cc(C(=O)CN2C(=O)NC(Cc3c[nH]c4ccccc34)C2=O)c1C (centres undefined),25,-9,3,-6,1.9,-2,-6,-10
Cc1ccc(SCCNC(=O)/C=C/c2cccc([N+](=O)[O-])c2)cc1,14,39,9,-1,16,-9,3,4
Cc1ccc(C)c(NC(=O)COC(=O)CC2CC3CCC2C3)c1 (centres undefined),10,4,-6,-3,0.2,-1,5,1
CN(Cc1ccccc1)c1nc(-c2ccc([N+](=O)[O-])cc2)nc2ccccc12,8,-11,-3,2,12,-5,-4,17
NC(=O)CN1CCN(c2cccc(Cl)c2)CC1,8,2,12,1,0.7,-3,0,-14
Cc1cc(C(=O)NNC(=S)NCC2CCCO2)cs1 (centres undefined),12,-1,5,9,0.9,2,1,-1
O=C(CCCCCN1C(=O)c2ccccc2C1=O)Nc1cccc(O)c1,13,-4,5,4,-0.1,4,1,-6
O=C(CSc1ccccn1)c1ccc2c(c1)OCO2,12,-4,84*,12,-1.1,1,73*,2
CCN(CCCNC(=O)CCCOc1cc(=O)n(C)c2ccccc12)Cc1ccccc1,4,-17,-1,-9,1.3,-2,-7,10
Cc1ccccc1Nc1nnc(SCC(=O)NC(=O)NCc2ccco2)s1,8,-2,16,2,-0.3,-3,3,6
CCCNC(=S)Nc1cc2oc3ccccc3c2cc1OC,-17,10,-7,6,0.2,18*,-12,-3

Overlap with the part before: three entries, followed by the next part.
compound,SENP8 inh,ATG4B inhibitor,SENP6 inh,HKDC1 inhibitor,MPTP inh,GRIN3A LBD mod,SENP7 inh,PfG6PD inh
CCN(CCCNC(=O)CCCOc1cc(=O)n(C)c2ccccc12)Cc1ccccc1,4,-17,-1,-9,1.3,-2,-7,10
Cc1ccccc1Nc1nnc(SCC(=O)NC(=O)NCc2ccco2)s1,8,-2,16,2,-0.3,-3,3,6
CCCNC(=S)Nc1cc2oc3ccccc3c2cc1OC,-17,10,-7,6,0.2,18*,-12,-3
COc1ccc(C(=O)NCC(=O)NCC(=O)OCc2ccc(Cl)cc2)cc1,5,-1,2,-1,0.9,1,0,-9
O=S(=O)(c1ccc(F)cc1)N1CC=C(c2ccccc2)CC1,18,-8,-7,-2,0.1,1,5,3
CC(=O)c1cccc(NC(=O)[C@@H](NC(N)=O)C(C)C)c1,-331,-2,0,3,0.5,0,-4,-7
CCOC(=O)N1CCC(NC(=O)CCC(=O)N2CC(C)Oc3ccc(C)cc32)CC1 (centres undefined),16,3,-20,-8,2.1,0,-8,1
COCCN(CCOC)C(=O)c1ccc(SCc2ccc(C)cc2)c([N+](=O)[O-])c1,12,-13,13,-3,-0.6,0,-7,13
CC(C)(C)OC(=O)N(CCc1ccccc1)Cc1ccc(OCc2cccc(NC(=O)c3ccccc3)c2)cc1,2,nt,nt,4,0.7,-1,nt,22
COC(=O)c1c(NC(=O)CSc2nc(-c3ccco3)cc(C(F)(F)F)n2)sc2c1CCCC2,8,7,-1,6,3.3,4,1,16
COc1ccc(N2CCN(C(=O)COC(=O)c3c(-c4ccccc4)noc3C)CC2)cc1,13,0,-15,2,-2.7,2,1,-1
Cc1ccc(C(=O)Nc2nc3n(n2)C(c2ccccc2)CC(=O)N3)cc1 (centres undefined),20,4,-25,7,0.9,3,-3,-12
O=C(C1CCN(S(=O)(=O)N2CCOCC2)CC1)N1CCN(c2ccc(F)cc2)CC1,7,1,-2,-6,0.1,-4,-1,6
O=C(NC(=S)Nn1cnnc1)c1ccccc1Cl,7,2,-8,-6,-1.1,-1,4,8
O=C(Nc1ccccc1C(=O)O)c1ccc(Br)c(S(=O)(=O)NCc2ccccc2)c1,5,-8,0,24,11,3,-6,-10
O=C(NCc1ccccc1)c1ccco1,19,8,-14,-9,-0.9,0,6,-2
COC(C[C@H]1O[C@@H]1C(=O)COCc1ccccc1)OC,nt,2,3,0,nt,-2,-8,-6
CC(NC(=O)c1ccco1)C(=O)OCC(=O)N1CCCCCC1 (centres undefined),7,-3,2,7,-0.5,1,-1,-2
CCOc1ccc(NS(=O)(=O)c2ccc3c(c2)CCN3C(=O)C2CCC2)cc1,18,-24,-51,0,5.3,-1,-14,9
CCOC(=O)c1ccc(CC2S/C(=C(\C#N)C(C)=O)NC2=O)cc1 (centres undefined),-11,-11,-4,-5,0.8,-6,26,-33
Cc1nnc(NC(=O)c2csc3c2CCC(C)C3)s1 (centres undefined),2,6,-12,-11,1.6,0,-6,-1
COc1ccc(/C=C/c2ccc3cccc(O)c3n2)c(OC)c1OC,-134,6,5,7,0.6,3,-4,4
COc1ccc(CNC(=O)CSc2nc(C)cs2)cc1,6,-8,2,-17,-0.4,-2,-3,13
O=C(CCc1ccccc1)n1nc(-c2ccccc2)nc1NCc1ccco1,14,1,-37,7,4.4,4,-5,3
COC(c1ccccc1)c1nnc(CCC(=O)NCCCc2ccccc2)o1 (centres undefined),17,-9,-12,-11,-1.4,-1,-2,14
CCc1nn2c(NCCOC)cc(C)nc2c1-c1ccc(F)cc1,-378,-5,-3,-3,-0.7,-1,10,6
O=C(CNc1ccc(Cl)c(C(F)(F)F)c1)N1CCN(S(=O)(=O)c2ccccc2)CC1,7,-14,nt,-1,0.3,-5,nt,25
CN(Cc1ccccc1)C(=O)CN(Cc1ccccc1)S(C)(=O)=O,16,-4,0,-7,-0.9,-3,-12,-5
O=C(NCCN1CCOCC1)c1cc(-c2ccccc2Cl)nc2ccccc12,-1,-3,-10,-5,-2.0,-3,1,4
CCc1ccccc1NC(=O)CCCSc1nc2ccccc2s1,-7,23,-11,-10,3.8,-2,-1,2
Cc1cccc(OCc2nnc(SCC(=O)N3CCCC3)n2C)c1,10,-2,-4,1,-1.2,1,0,-11
COc1cc2c(cc1OC)C(Cc1ccc(O)cc1)N(C)CC2 (centres undefined),-26,-6,1,-12,-1.3,-7,-3,8
O=C(Nc1cccc(-c2csc(Nc3ccccc3)n2)c1)c1cc([N+](=O)[O-])cc(C(F)(F)F)c1,19,-5,-11,-2,6.7,8,1,5
O=C(c1cc2n(n1)C(C(F)(F)F)CC(c1ccco1)N2)N1CCc2ccccc2C1 (centres undefined),3,19,0,9,-5.3,3,2,34
COc1cc2c(cc1OC)C(C(=O)N1CCCCC1)C(c1ccccc1F)N(C)C2=O (centres undefined),11,-12,27,-2,1.2,0,2,-9
CN(C)S(=O)(=O)c1ccc(Cl)c(C(=O)Nc2cccc([N+](=O)[O-])c2)c1,13,-14,-21,-7,1.3,0,2,22
COc1ccc(C(=O)COC(=O)c2ccccc2NS(=O)(=O)c2ccc(O)c([N+](=O)[O-])c2)cc1,20,23,-9,6,71*,6,0,-21
O=C(O)CCC(=O)N1CCc2cc(S(=O)(=O)NCc3cccs3)ccc21,17,4,-4,1,-1.6,1,-3,-8
O=C(CNC(=O)c1ccccc1Br)NCC(c1ccco1)N1CCCCC1 (centres undefined),4,-1,nt,-3,0.2,0,nt,-6
Cc1cnc(=O)[nH]c1SCc1cccc([N+](=O)[O-])c1,18,-7,-6,1,-0.3,0,-11,2
CCC1C(=O)n2nc(-c3ccccc3)cc2N=C1C (centres undefined),-64,6,-17,-7,0.5,-1,0,10
CCOC(=O)c1cc(-c2ccc(N3CCOCC3)cc2)nn1-c1ccc(F)cc1F,-64,0,15,5,0.8,6,0,-8
Cc1ccc(C)c(NC(=O)CN(C)C(=O)c2ccc(-c3ccc(Cl)cc3)o2)c1,1,-7,-17,-5,-0.9,-7,-7,-3
COc1ccc(NC(=O)CNC(=O)N2CC(=O)Nc3ccccc32)cc1OC,10,17,15,10,1.1,3,2,-9
Cc1cc(Cl)ccc1NC(=S)NC1CCCC1,2,4,-6,-5,-0.1,2,-8,5
COc1ccccc1NC(=O)CCc1nc(-c2cccs2)no1,13,-7,-3,0,0.2,0,-3,5
CCOC(=O)N1CCC(N2CCN(Cc3ccc(C)o3)C(CCO)C2)CC1 (centres undefined),-84,-2,6,-6,-0.9,1,12,-13
C[N+]1(CCOc2ccc([N+](=O)[O-])cc2)CCOCC1,17,-10,-22,1,0.8,1,4,-13
O=C(Cn1cnc2c(oc3ccccc32)c1=O)NCc1ccccc1,-5,-3,-4,-2,-0.8,1,-6,-5
CC(C)(C)NC(=O)C(c1ccccc1)N(C(=O)C1CSC(=O)C1)c1ccccc1 (centres undefined),20,3,-10,19,-1.0,-5,0,-8
CCOC(=O)c1c(CN2CCN(c3ccccc3)CC2)oc2cc(Br)c(O)cc12,26,0,5,0,1.0,8,-7,16
COc1ccc(-c2[nH]ncc2CNCCn2cccn2)c(F)c1,-54,6,-18,10,1.7,-2,0,-12
C1=CC2CC1CC2CN1CCN(Cc2ccccc2)CC1 (centres undefined),28,5,-7,-2,2.4,-1,14,-12
CCOC(=O)c1cnn(-c2nc(-c3ccc(F)cc3)cs2)c1C(F)(F)F,-291,-9,-2,3,4.7,-12,6,25
NCCCCc1ccc2ccc3cccc4ccc1c2c34,-424,6,-21,-3,89*,-2,12,9
Cc1cc(Br)ccc1NC(=O)CN(C)C(=O)c1ccc2ccccc2n1,-21,-12,-4,0,0.2,0,0,15
CCOc1cc(C2C(C(C)=O)=C(O)C(=O)N2CCc2c[nH]c3ccccc23)ccc1O (centres undefined),13,-7,14,-1,0.0,-2,9,-15
O=C(/C=C/c1cccs1)N1CCC2(CC1)Oc1ccc(F)cc1C(=O)C21CC(c2ccccc2)=NO1 (centres undefined),12,3,0,0,-1.9,-1,-2,-13
Cc1cccc(NC(=O)N2CCC(c3nc4ccccc4o3)CC2)c1,9,3,8,-13,-1.2,-2,4,1
